High-throughput results deposited in PubChem by several laboratories.
Rac1 GTP hydrolysis: MgcRacGAP GTPase-activating activity inhibitors, confirmation, biochemical, ADP Hunter fluorescence. MgcRacGAP-stimulated Rac1 GTP hydrolysis, ADP Hunter fluorescence; higher % means a stronger effect; GST-tagged Rac1 F28L mutant substrate. one-dose inhibition, % at 30 µM; IC50 in µM for titrated hits. 340,000 tested, 0.6% active. AID 624330;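 active = first-screen hits whose inhibition reached a set limit at any dose in the follow-up dose series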;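 also: fluorescence reports GDP produced by GAP-driven GTP hydrolysis; strong numbers were not always called active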
GPR55 antagonists: inhibition of LPI-stimulated GPR55 beta-arrestin translocation – imaging, U2OS, beta-arrestin-GFP, LPI agonist, primary screen (AID 2013) | inhibition, % at 10 µM, or IC50 in µM where a hit was titrated | U2OS GPR55 beta-arrestin-GFP translocation imaging, LPI antagonism; higher % means a stronger effect | 290,000 tested, 0.13% active;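 active = spots per cell inhibited over 60%, with over 100 cells counted and total cytoplasm intensity under 500,000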;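 also: U2OS cells stably carrying GPR55 and arrestin-GFP stimulated by 5 µM LPI near EC80; imaged beta-arrestin-GFP aggregate spots per cell after agonist stimulation; plate controls were LPI-stimulated DMSO wells for no effect and DMSO wells without LPI for full effect; some results filed as inactive read as strong as hits; confirmed hits need IC50 under 10 µM and bright autofluorescent wells are also inconclusive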
PhoP inhibition: inhibitors of PhoP regulon expression, primary screen, Salmonella Typhimurium, GFP reporter (AID 1863); one-dose inhibition, % at 50 µM; IC50 in µM for titrated hits; 300,000 tested, 0.16% active; S. Typhimurium PhoP-regulated promoter GFP reporter, 4 h; higher % means a stronger effect;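 active = inhibition over 29.93%, a cutoff 3 SD above the screen mean, later confirmed by dose response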;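 also: 0% = low Mg2+ inducing control and 100% = high Mg2+ repressing control; strong numbers were not always called active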
RSV antiviral HEp-2: RSV antiviral activity via CPE protection, HEp-2 cells, primary 10 µM value included (AID 2391) | HEp-2 cells, RSV-induced CPE inhibition; higher % means a stronger effect | CPE inhibition, % at 10 µM; hits with a dose series show IC50 in µM | 310,000 tested, 0.13% active; in the data active = a potency from the dose series; also: strong numbers were not always called active
HIV peptide binding: cell-free HIV fusion peptide-binding blockers – biochemical, uHTS, fluorescence dequenching, primary screen (AID 1986). cell-free peptide binding, fluorescence dequenching, 30 min; higher % means a stronger effect. inhibition, % at 20 µM; hits with a dose series show IC50 in µM. 290,000 tested, 0.3% active; in the data active = inhibition mostly above about 52%, no sharp cut-off; inactive = mostly below about 76%; also: some results filed as inactive read as strong as hits
NS5 inhibitors: Dengue-2 NS5 methyltransferase inhibitors, primary screen, biochemical, confirmation dose response (AID 588689). inhibition, % at 25 µM; hits with a dose series show IC50 in µM. Dengue-2 NS5 methyltransferase capping enzyme assay, biochemical; higher % means a stronger effect. 340,000 tested, 0.3% active; in the data active = a potency from the dose series
GPR35 antagonists: GPR35 antagonists blocking zaprinast-driven arrestin recruitment, primary screen, imaging, U2OS, beta-arrestin-GFP, zaprinast agonist (AID 2058). U2OS GPR35 beta-arrestin-GFP translocation imaging, zaprinast antagonism; higher % means a stronger effect. inhibition, % at 10 µM; hits with a dose series show IC50 in µM. 290,000 tested, 0.052% active;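 active = inhibition of at least 50% with at least 30 cells and total cytoplasm GFP at most 10,000,000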
UTI89 phage lysis: inhibition of K1F phage lysis, E. coli UTI89, bacterial capsule biogenesis inhibitors, alamar blue (AID 488966); E. coli UTI89 K1F phage lysis, alamar blue, 2 h; higher % means a stronger effect; inhibition, % at 100 µM, or IC50 in µM where a hit was titrated; 340,000 tested, 0.02% active;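 active = phage lysis inhibition, versus mean bacterial control, above a set limit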;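 also: capsule biogenesis inhibitors block K1F phage lysis so surviving cells raise fluorescence; higher fluorescence means more inhibition of phage lysis; actives were called in the ten point dose series up to 300 µM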
Large T inhibition: TAg ATPase/helicase activity blockers – biochemical (AID 1903). SV40 large T antigen ATPase/helicase inhibition assay; higher % means a stronger effect. one-dose inhibition, % at 20 µM; IC50 in µM for titrated hits. 310,000 tested, 0.39% active; in the data active = a potency from the dose series; also: strong numbers were not always called active
Numbers without * were called inactive; i = inactive; . = not tested or not shown; [ ] = dose if it differs, or a comment.

1. CC(=O)NC1(c2nnnn2CCOC(=O)Nc2ccc(Cl)cc2)CCCC1
2. Oc1cncc(Cc2ccccc2)c1
3. COCCNC(=O)/C(C#N)=C/c1cccc(OCc2ccccc2)c1
4. CCC1(C(=O)c2ccc(Cl)cc2)C2c3ccccc3OC(=O)C21C(=O)Nc1ccccc1 (configuration not stated)
5. Cn1c(CSCc2ccc(Cl)c(Cl)c2)nnc1SCC(=O)Nc1nccs1
6. CCC1(C)Cc2ccccc2-c2nc(NN)[nH]c(=O)c21 (configuration not stated)
assay / compound | 1 | 2 | 3 | 4 | 5 | 6
Rac1 GTP hydrolysis | 7% | -2% | 2% | 7% | 7% | -8%
GPR55 antagonists | 7% | -15% | 8% | -3% | 6% | -4%
PhoP inhibition | -3% | 13% | 0% | -10% | -2% | 14%
RSV antiviral HEp-2 | 0.1% | 0.6% | 1.6% | 2.9% | 21% | 2.1%
HIV peptide binding | -3.1% | -2.2% | -0.5% | 31% | 1.4% | -2.0%
NS5 inhibitors | -8% | -2% | -10% | 3% | -4% | -6%
GPR35 antagonists | 6% | 1% | 3% | -2% | -8% | 20%
UTI89 phage lysis | 0.6% | -1.0% | -0.2% | 5.9% | 5.0% | 2.5%[50 µM]
Large T inhibition | 3% | 5% | 6% | 7% | 0% | 1%

7. COC(=O)c1cn(C(=O)c2cc(C)cc(C)c2)c2ccccc12
8. O=C(O)c1cc(S(=O)(=O)N(Cc2ccccc2)c2ccccc2Cl)ccc1Cl
9. CC(=O)N1CCc2ccc(S(=O)(=O)N3CCc4ccccc43)cc21
10. Cc1ccc(C)n1-c1sc2c(c1C(=O)O)CCCC2
11. CC(=O)Nc1ccc(S(=O)(=O)N2CCC(C(=O)NC3CC3)CC2)cc1
12. Cc1ccc(C2=NC3(CCCCC3)NC2=S)cc1
assay / compound | 7 | 8 | 9 | 10 | 11 | 12
Rac1 GTP hydrolysis | 10% | 1% | 8% | 19% | 9% | 3%
GPR55 antagonists | 8% | 13% | -3% | -3% | 11% | 5%
PhoP inhibition | -4% | -2% | -5% | -1% | -8% | 8%
RSV antiviral HEp-2 | 0.8% | 1.5% | 5.6% | 0.1% | 1.7% | 0.6%
HIV peptide binding | -0.3% | 3.2% | -0.4% | 34% | -1.2% | -0.1%
NS5 inhibitors | 2% | -1% | -6% | 8% | -10% | -2%
GPR35 antagonists | -14% | -3% | -9% | -4% | 21% | 1%
UTI89 phage lysis | 1.2% | -0.2% | -1.3% | 0.0% | 0.3% | 2.4%[50 µM]
Large T inhibition | -4% | 8% | 3% | 26% | 10% | 2%

13. Cc1ccccc1NC(=O)/C(C#N)=C/c1ccc[nH]1
14. C[C@@H](NC(=O)c1nc[nH]c1C(=O)NCC(=O)OC(C)(C)C)c1ccccc1
15. CCOC(=O)C1(CCCc2ccccc2)CCN(C(=O)c2cncs2)CC1
16. Cc1ccc(S(=O)(=O)N(CCC(=O)O)c2ccccc2)cc1
17. CCc1ccc(NC(=O)Cc2cn(C)c3ccccc23)cc1
18. COc1ccc(C2CC(=O)NC(=O)C2)cc1
assay / compound | 13 | 14 | 15 | 16 | 17 | 18
Rac1 GTP hydrolysis | 8% | 11% | -4% | 6% | 2% | 6%
GPR55 antagonists | 2% | 8% | 2% | -2% | 10% | -12%
PhoP inhibition | -3% | 3% | -17% | -15% | 9% | 3%
RSV antiviral HEp-2 | 17% | 0.2% | 7.7% | 2.5% | 6.2% | 0.4%
HIV peptide binding | -1.2% | -1.4% | 0.8% | 0.3% | 0.8% | -0.8%
NS5 inhibitors | 0% | 3% | -1% | -2% | -8% | 4%
GPR35 antagonists | -3% | 13% | 3% | 2% | -3% | -10%
UTI89 phage lysis | 0.9%[50 µM] | 0.6% | -0.2% | 3.5%[50 µM] | 5.9% | -1.3%[50 µM]
Large T inhibition | 17% | 5% | 13% | 12% | 3% | -3%

19. CCC1Oc2ccc(Cl)cc2N(CC(=O)O)C1=O (configuration not stated)
20. CCOc1ccc(CNC(=O)CCC(=O)n2nc(C)c3ccccc32)cc1
21. Cc1ccc(S(=O)(=O)N(C)C)cc1NC(=O)COC(=O)COc1ccccc1[N+](=O)[O-]
22. COc1ccccc1C(=O)COC(=O)Cc1c[nH]c2ccccc12
23. CC(=O)Nc1nc(C)c(-c2csc(Nc3cccc([N+](=O)[O-])c3)n2)s1
24. Cc1ccc(NC(=O)CC2SC(=NC3CCCCC3)NC2=O)cc1 (configuration not stated)
assay / compound | 19 | 20 | 21 | 22 | 23 | 24
Rac1 GTP hydrolysis | 9% | 1% | 4% | 6% | -1% | 7%
GPR55 antagonists | 10% | -8% | 6% | . | 3% | 3%
PhoP inhibition | -18% | -1% | 3% | -2% | -10% | -5%
RSV antiviral HEp-2 | 0.7% | 1.3% | -0.2% | -1.1% | 6.2% | 2.7%
HIV peptide binding | 0.7% | -0.7% | -0.1% | . | -0.9% | -2.1%
NS5 inhibitors | -8% | -1% | 2% | 4% | -1% | -2%
GPR35 antagonists | 16% | 18% | -5% | . | -6% | 9%
UTI89 phage lysis | -1.1% | 0.4% | 0.3% | -0.8%[50 µM] | 0.1% | 2.0%
Large T inhibition | 2% | 5% | 19% | 13% | 3% | 9%

25. CN(C)c1ccc(/C=N/Nc2nncc3ccccc23)cc1
26. O=C(Cn1cnc2c(cnn2-c2ccccc2)c1=O)Nc1cc(S(=O)(=O)N2CCOCC2)ccc1Cl
27. CC1(C)CC(=O)N(CC(=O)O)c2ccccc2S1(=O)=O
28. CCN(Cc1ccccc1)S(=O)(=O)c1ccc2c(c1)NC(=O)CC(=O)N2
29. O=C(CCCn1c(=S)[nH]c2cc3c(cc2c1=O)OCO3)NCCc1ccccc1Cl
30. CCCc1nnc(NC(=O)COC(=O)c2cc(C)nc3ccccc23)s1
assay / compound | 25 | 26 | 27 | 28 | 29 | 30
Rac1 GTP hydrolysis | 7% | 3% | 10% | 0% | 9% | 0%
GPR55 antagonists | -8% | 8% | 8% | 18% | 13% | 15%
PhoP inhibition | 3% | 28% | -8% | 7% | -3% | -7%
RSV antiviral HEp-2 | 3.3% | 14% | 0.8% | -0.4% | 0.9% | -0.6%
HIV peptide binding | -0.8% | 3.1% | -2.0% | -1.3% | 0.4% | 0.1%
NS5 inhibitors | 1% | -6% | -3% | -9% | 4% | 3%
GPR35 antagonists | 0% | 0% | 14% | 12% | -5% | 10%
UTI89 phage lysis | 1.9% | i | 5.0% | -0.2% | 0.1% | 4.6%
Large T inhibition | 7% | -2% | -3% | -11% | 27% | 5%

31. O=C(O)CCC(=O)NNc1nc2ccccc2nc1-c1ccccc1
32. O=c1c2ccccc2oc2ccc(Oc3ccccc3)cc12
33. O=C(O)Cc1ccc(NC(=S)Nc2cccc(Cl)c2Cl)cc1
34. C=CCn1c(SCC(=O)NC2CCS(=O)(=O)C2)nc2scc(C3CC3)c2c1=O (configuration not stated)
35. CC1CCN(C(=O)COC(=O)CSc2ccc(C(N)=O)cc2[N+](=O)[O-])CC1
36. O=C(CCCCCCCC(=O)c1ccccc1)c1ccccc1
assay / compound | 31 | 32 | 33 | 34 | 35 | 36
Rac1 GTP hydrolysis | -4% | -9% | 0% | 8% | 2% | 2%
GPR55 antagonists | -14% | 12% | -4% | 9% | . | 5%
PhoP inhibition | -6% | 5% | 0% | -11% | 8% | -2%
RSV antiviral HEp-2 | 3.0% | 4.6% | 0.5% | -0.7% | -1.7% | 5.8%
HIV peptide binding | 0.9% | 1.7% | 3.2% | -0.3% | . | -0.3%
NS5 inhibitors | 5% | -6% | 0% | -4% | 3% | -8%
GPR35 antagonists | 9% | -8% | -3% | 10% | . | 7%
UTI89 phage lysis | 0.1% | -1.3% | -2.3% | -0.2% | 0.3%[50 µM] | 0.0%
Large T inhibition | -6% | 17% | 2% | 1% | 19% | 28%

37. O=C(Cn1cnc2c(nnn2Cc2ccccc2)c1=O)NCc1ccccc1Cl
38. CCOC(=O)N1CCC(NC(=O)c2cc(-c3ccc(F)cc3)[nH]c2C)CC1
39. O=C(N/C(=C\c1cn(-c2ccccc2)nc1-c1ccc(Cl)cc1)C(=O)N1CCOCC1)c1ccccc1
40. Cc1ccc(NCc2nnc(SCC(=O)NCc3ccco3)n2CC2CCCO2)cc1Cl (configuration not stated)
41. Cc1cc(C(=O)NC2CCCN(Cc3ccc(Cl)cc3)C2)no1 (configuration not stated)
42. O=C(NCC1CCCO1)C1c2ccccc2C(=O)N1C1CCCCCC1 (configuration not stated)
43. CCCN1CCC(=O)N([C@H](CSc2ccc(C)cc2)Cc2ccccc2)CC1
44. Cc1cc2c(c(=O)o1)C(Cc1ccccc1)C(C#N)=C(N)O2 (configuration not stated)
45. COc1ccc(CNC(=O)[C@]2(C)CCC[C@@]3(C)C4CC[C@@]5(C)C[C@]4(CCC32)CC5=O)cc1 (some centres not stated)
assay / compound | 37 | 38 | 39 | 40 | 41 | 42 | 43 | 44 | 45
Rac1 GTP hydrolysis | 1% | 20% | . | 4% | 5% | 8% | 5% | 6% | 8%
GPR55 antagonists | -5% | 4% | -3% | 7% | 4% | 2% | 0% | 4% | .
PhoP inhibition | 1% | 6% | -12% | -18% | 4% | -1% | 2% | 4% | .
RSV antiviral HEp-2 | -2.5% | 3.2% | 2.5% | 2.0% | 1.4% | -0.6% | . | 1.5% | 1.4%
HIV peptide binding | 0.0% | -2.7% | -0.7% | -0.5% | 0.9% | 0.7% | -1.4% | 0.3% | .
NS5 inhibitors | -9% | -4% | . | -8% | -1% | -2% | 4% | -14% | -1%
GPR35 antagonists | -8% | 17% | -19% | -4% | 1% | -10% | 5% | 1% | .
UTI89 phage lysis | -0.5% | -0.5% | . | -3.4% | -0.1% | 5.4% | 0.2% | -3.4% | 1.0%
Large T inhibition | -5% | 21% | 14% | 8% | 9% | 4% | . | -1% | .
